DAT uptake mod: human DAT dopamine uptake with cocaine, either direction; 110,000 compounds, 1.3% hits; B-score at 10 µM; LLC-PK1 hDAT cells, [14C]-dopamine uptake with cocaine IC80; actives deviate in either direction; Q01959;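 active = Z score or B-score, a plate-position-corrected score, falls beyond the plate's 99.7% confidence bounds, in either direction; inactive = both scores lie inside the 99.7% bounds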;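 note: scored against the spread of the other compound wells on the same plate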
Target sequence (Q01959 whole entry, looked up): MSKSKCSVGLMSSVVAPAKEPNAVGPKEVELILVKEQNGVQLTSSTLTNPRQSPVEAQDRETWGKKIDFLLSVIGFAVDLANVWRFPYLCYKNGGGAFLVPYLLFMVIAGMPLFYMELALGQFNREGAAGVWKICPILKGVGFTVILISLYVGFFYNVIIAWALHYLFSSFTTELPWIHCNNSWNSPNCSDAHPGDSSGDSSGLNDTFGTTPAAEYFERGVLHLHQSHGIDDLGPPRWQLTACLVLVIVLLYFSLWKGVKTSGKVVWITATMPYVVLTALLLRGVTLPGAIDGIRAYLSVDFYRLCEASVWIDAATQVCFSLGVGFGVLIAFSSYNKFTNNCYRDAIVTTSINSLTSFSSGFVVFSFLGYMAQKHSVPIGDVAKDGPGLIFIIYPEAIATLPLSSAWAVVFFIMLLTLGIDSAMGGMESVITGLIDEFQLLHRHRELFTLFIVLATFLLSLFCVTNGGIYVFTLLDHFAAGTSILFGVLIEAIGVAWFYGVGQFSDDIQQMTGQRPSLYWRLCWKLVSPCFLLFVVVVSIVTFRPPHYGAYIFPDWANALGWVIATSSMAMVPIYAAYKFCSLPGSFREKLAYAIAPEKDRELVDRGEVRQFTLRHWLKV
PostGolgi yeast: growth inhibition of a yeast mutant, post-Golgi transport screen | post-Golgi transport phenotypic cell assay | inhibition, % at 10 µM | 98,000 compounds, 0.9% hits | AID 739;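 note: yeast cells grown in 1536-well plates; yeast grown about 18 h at 30C before absorbance read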
S1P2 agonist: S1P2 (human) receptor agonism | O95136 | S1P2-expressing cell line, agonist reporter read-out | activation, % at 4.5 µM | 97,000 compounds, 0.46% hits | AID 729; in the data active = activation above about 16%;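 note: 0% = vehicle low control and 100% = maximal reference agonist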
Target sequence (O95136 whole entry, looked up): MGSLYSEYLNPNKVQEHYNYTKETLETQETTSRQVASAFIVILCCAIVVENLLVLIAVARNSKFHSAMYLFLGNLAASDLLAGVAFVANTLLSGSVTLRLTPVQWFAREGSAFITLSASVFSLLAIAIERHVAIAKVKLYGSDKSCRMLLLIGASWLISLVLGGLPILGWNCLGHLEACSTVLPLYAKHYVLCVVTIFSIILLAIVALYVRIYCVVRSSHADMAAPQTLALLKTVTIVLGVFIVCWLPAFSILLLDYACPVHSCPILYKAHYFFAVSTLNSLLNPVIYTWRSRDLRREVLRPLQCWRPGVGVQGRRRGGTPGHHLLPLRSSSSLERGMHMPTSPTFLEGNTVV
E coli WT exp: growth inhibitors of E. coli BW25113 wild type; AID 710; growth inhibition, % at 100 µM; OD600 absorbance; 98,000 compounds, 0.15% hits;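 active = growth inhibition above about 50% at one test dose, limit read from the data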;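 note: growth measured after 20 h incubation at 37 °C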
PostGolgi ctrl: growth of the yeast control strain, post-Golgi counter-screen; efflux-deficient yeast background strain, growth absorbance A615, 16 h; 98,000 compounds, 5% hits; inhibition, % at 10 µM
Fibroblast inh: blocks proliferation of human lung fibroblasts; 85,000 compounds, 1.1% hits; LL 47 human lung fibroblast viability, ATP luminescence; active compounds read low; AID 719; viability, % at 10 µM;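 active = viability at or below 50% in the single dose screen; inactive = viability above 50%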;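 note: compound exposure lasted 72 h before the ATP readout; 100% = median luminescence of untreated cell-only wells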
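Assay system: human lung fibroblast line LL 47, low passage. Input: 1,150 fibroblasts seeded per well. Times: overnight cell rest, 72 h compound treatment at 37 °C. Evaluation: % viability of median cell-only signal. Technique: luminescent ATP detection, CellTiter-Glo. Control set: cell-only wells, no compound.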
HUVEC inhibit: human endothelial cell proliferation inhibition; HUVEC proliferation, CellTiter-Glo luminescence, 72 h; active compounds read low; viability, % at 10 µM (by protocol); 86,000 compounds, 1.1% hits; AID 648;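 active = viability at or below 30%; inactive = viability above 30%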;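 note: 100% = median luminescence of DMSO-only cell control wells on each plate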
H69AR growth 86K: blocks growth of human H69AR lung tumor cells; H69AR lung tumor viability, ATP luminescence, 72 h; active compounds read low; viability, % at 10 µM; 85,000 compounds, 6% hits; AID 598;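 active = viability at or below 40%; inactive = viability above 40%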;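 note: multidrug resistant small cell line overexpressing MRP-1 efflux transporter; 100% = mean luminescence of untreated control wells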
S1P2 blocker: blocks the human S1P2 receptor; 97,000 compounds, 0.21% hits; inhibition, % at 5 µM; O95136; cell-based S1P2 antagonist assay, inhibition at 5 uM; AID 736; in the data active = inhibition above about 45%;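 note: CRE beta-lactamase reporter cells expressing human S1P2 stimulated with S1P; 0% = agonist at EC80 alone and 100% = agonist plus reference antagonist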
* hit, by the source's call; nt = not tested or not shown. Cut-off read from the data, not from the text of the source, unless noted: active = inhibition above about 30%; inactive = the rest.

SMILES	DAT uptake mod	PostGolgi yeast	S1P2 agonist	E coli WT exp	PostGolgi ctrl	Fibroblast inh	HUVEC inhibit	H69AR growth 86K	S1P2 blocker
CN(C(=O)COC(=O)C1c2ccccc2Oc2ccccc21)C1CCS(=O)(=O)C1 (configuration not stated)	-1.4	-11	-6	-1	-9	95	104	103	23
CC(=O)c1cc2c(cc1NC(=O)C1CC=CCC1C(=O)O)OCO2 (configuration not stated)	1.1	-11	-1	-9	-2	94	96	87	-2
Cn1c(SCc2nc3ccccc3[nH]2)nnc1-c1cnccn1	0.33	3	nt	-3	1	98	94	95	nt
Clc1cccc(Cl)c1-c1nnc2ccc(N3CCOCC3)nn12	-0.4	-5	7	6	16	96	87	44	-16
Cc1cc(C)n2nc(NCc3ccccc3)nc2n1	0.32	16	-4	6	4	99	98	95	8
Cc1ccc2c(c1)c1c(n2CC(O)Cn2c(C)nc3ccccc32)CCCC1 (configuration not stated)	0.65	-4	1	-8	13	90	11*	1.5*	-3
C/C(=N\NC(=O)c1csc(C)c1C)c1ccco1	1.4	nt	-8	nt	nt	95	84	95	0
CCC(C)(C)NC(=O)C(c1ccc(OC)cc1)N(CC1CCCO1)C(=O)CCC(=O)Nc1cc(C)on1 (configuration not stated)	0.85	nt	-2	nt	nt	89	92	93	-10
CCOc1ccc(NC(=O)N2CCN(CC)CC2)cc1	-0.96	2	-5	1	9	101	92	107	-2
COc1ccc(C2Nc3ccccc3C(=O)N2Cc2ccco2)cc1CN1C(=O)c2ccccc2C1=O (configuration not stated)	0.84	-15	-3	-13	8	92	96	91	10
CCCCCCc1cc2cc(-c3nnc(-c4cc(OC)c(OC)c(OC)c4)o3)c(=O)oc2cc1O	1.2	nt	-2	nt	nt	62	76	2.3*	9
CC(Nc1nc2ncn(Cc3ccccc3)c2c(=O)[nH]1)C(=O)O (configuration not stated)	nt	1	-4	-1	-1	nt	nt	nt	9

Some of the entries so far, with bars between the fields:
Structure | DAT uptake mod | PostGolgi yeast | S1P2 agonist | E coli WT exp | PostGolgi ctrl | Fibroblast inh | HUVEC inhibit | H69AR growth 86K | S1P2 blocker
CN(C(=O)COC(=O)C1c2ccccc2Oc2ccccc21)C1CCS(=O)(=O)C1 (configuration not stated) | -1.4 | -11 | -6 | -1 | -9 | 95 | 104 | 103 | 23
CC(=O)c1cc2c(cc1NC(=O)C1CC=CCC1C(=O)O)OCO2 (configuration not stated) | 1.1 | -11 | -1 | -9 | -2 | 94 | 96 | 87 | -2

(continued)
SMILES	DAT uptake mod	PostGolgi yeast	S1P2 agonist	E coli WT exp	PostGolgi ctrl	Fibroblast inh	HUVEC inhibit	H69AR growth 86K	S1P2 blocker
CCOC(=O)CSc1nc2c(c(=O)n(C)c(=O)n2C)n1Cc1ccccc1F	-0.86	1	-5	-1	18	101	104	105	6
COCCNC(=O)C(c1ccco1)N(Cc1ccc(OC)cc1)C(=O)Cn1nnc2ccccc21 (configuration not stated)	1.1	1	nt	-2	9	109	102	91	nt
O=C(COc1ccc(Br)cc1)Nc1ccc([N+](=O)[O-])cn1	-0.99	21	-2	2	0	nt	nt	nt	11
O=C(Nc1cccc(C(=O)O)c1)/C(=C\c1ccccc1)NC(=O)c1ccccc1Cl	-0.19	3	0	-9	7	nt	nt	nt	13
COc1ccc(-n2c(=S)[nH]c3cc(C(=O)NCCCN4CCCC4=O)ccc3c2=O)c(OC)c1	1.4	-4	-4	12	-7	99	93	86	-4
Cc1ccc(N2CCN(C(=O)CCc3nc4ccccc4[nH]3)CC2)c(C)c1	1.4	-2	-5	10	11	101	116	93	7
FCCCOc1ccc(/C=N/OCc2c(Cl)cccc2Cl)cc1	-0.077	-1	-2	-3	-2	nt	nt	nt	2
COC(=O)c1c(NC(=O)c2ccco2)sc2c1CCC2	-0.82	-4	-1	-11	26	nt	nt	nt	-11
Cn1cnnc1SCc1ccccc1Br	0.38	2	-3	2	-12	90	92	100	-23
COc1cccc(C2c3c(oc4ccccc4c3=O)C(=O)N2c2ccccn2)c1 (configuration not stated)	0.0071	-4	-4	-9	-2	92	92	82	-5
CCOc1cccc(-c2nnc3sc(COc4ccccc4)nn23)c1	-0.26	-3	nt	-17	11	89	83	80	nt
Cc1ccc(S(=O)(=O)N(C)c2ccc(OCC(=O)NCc3ccco3)cc2)cc1	-0.15	-2	-4	-18	14	94	85	99	3
O=C(Nc1ccc2c(c1)OCCO2)C1CCN(C(=O)c2ccccc2)CC1	0.71	-5	24*	-1	31*	99	109	91	10
CCCCOc1ccc(C(=O)Nc2cc(C)c(OCC(=O)N3CCOCC3)c(C)c2)cc1	0.89	nt	1	nt	nt	104	86	87	7
CC(C)Oc1snc(Cl)c1C(N)=O	nt	8	-5	6	-10	103	97	92	2
NC(=O)CSc1nnc(Cn2c(=O)sc3ccccc32)n1-c1cccc(Cl)c1	-0.01	5	-2	-21	1	93	98	81	18
COc1ccc(S(=O)(=O)NC(CC(=O)NC2CCCC2)c2ccco2)cc1 (configuration not stated)	0.61	2	-4	0	1	97	100	91	7
O=c1c2cnn(-c3ccccc3)c2ncn1Cc1ccccc1F	-0.33	2	-3	2	5	nt	nt	nt	-4
C=CCn1c(Cc2c[nH]c3ccccc23)n[nH]c1=S	-0.89	-2	-5	10	20	97	102	84	-2
CCCCNC(=O)C(Cc1ccccc1)NS(=O)(=O)c1ccc2c(c1)c(=O)n(C)c(=O)n2C (configuration not stated)	-0.041	-4	-6	3	-11	92	108	94	6
CC(/C=C/c1ccccc1)=N/O	0.19	-6	-3	21	2	103	93	85	-5
COc1ccc(N2CCN(C(=O)CSc3nnc4ncccn34)CC2)cc1	-0.77	-3	nt	5	1	99	116	104	nt
Cc1ccc(Cn2ccc(NC(=O)c3cc(-c4ccccc4)on3)n2)cc1	-1.4	-2	-14	-30	0	101	60	92	-7
Cc1ccc2[nH]c(=O)c(CN(CCN3CCOCC3)C(=O)Nc3ccc(F)cc3)cc2c1	2.3	8	-3	8	2	96	90	39*	-22
COc1ccc(CCNC(=O)c2cnc3n(c2=O)CCS3)cc1OC	1	-3	-4	5	-1	96	98	83	-1
O=S(=O)(c1ccc2c(c1)oc1ccccc12)N1CCOCC1	0.68	-11	-7	-1	3	102	103	110	11
COc1cc(OC)c(NC(=O)CCNC(=O)Cn2cnc3ccccc3c2=O)cc1Cl	0.74	10	-3	6	15	110	115	93	9
CCn1c(SCC(=O)NCCc2ccc(F)cc2)nnc1-c1cccs1	0.53	6	-3	12	5	104	80	108	7
O=C(NCc1ccco1)c1cnn2c(C(F)(F)F)cc(-c3ccco3)nc12	-0.042	5	-2	-6	7	96	99	50	-38
COc1ccc(N2CCN(Cc3nc(N)nc(N4CCCc5ccccc54)n3)CC2)cc1	0.7	-8	-5	5	-1	99	92	86	-2
CC1CCCCC1NC(=O)COC(=O)c1ccc(S(=O)(=O)N2CCOCC2)cc1 (configuration not stated)	0.73	-1	-6	4	7	100	96	109	16
O=C(NC1CCCCC1)c1ccc(CNc2c(N3CCOCC3)c(=O)c2=O)cc1	-0.44	3	-1	-6	-2	96	105	96	-21
COc1ccc(Cc2nc(C(=O)Nc3ccc(Cl)cc3)cs2)cc1	0.52	19	-4	-13	38*	112	21*	100	-20
C=CCn1c(SCC(=O)Nc2cc(C)nn2-c2ccccc2)nnc1C1CCCCC1	-0.14	-5	nt	5	17	102	98	88	nt
Cc1ccc(OC(=O)c2ccccc2P(=O)(O)O)cc1	-0.47	-5	-1	-11	4	103	101	95	7
CCn1c(SCC(=O)Nc2oc(-c3ccccc3)c(-c3ccccc3)c2C#N)nnc1-c1ccco1	-0.86	5	-5	-11	8	109	89	89	-7
O=C(Cn1cnc2ccccc2c1=O)Nc1cccc(-c2nnc3n2CCCCC3)c1	-0.32	-14	-7	5	-7	95	90	83	6
CN1CCN(c2ccc([N+](=O)[O-])cc2C(=O)c2ccc(Cl)cc2)CC1	-0.039	-18	-2	-5	27	nt	nt	nt	17
COc1cc(NS(=O)(=O)c2ccc3c(c2)n(C)c(=O)n3C)cc(OC)c1	-0.043	12	-1	4	18	90	93	85	-19
NC(=O)CSc1nnc(-c2ccncc2)n1-c1ccc(Cl)cc1	0.076	-2	-4	3	0	94	109	94	-11
CC(C)c1ccc(NC(=O)Nc2cc3sccc3n2C)cc1	-1.2	6	-3	-9	1	93	100	81	-1
O=C(NCc1ccccc1)c1ccc(S(=O)(=O)C(F)F)cc1	-0.65	9	-4	5	-2	nt	nt	nt	4
CCOC(=O)Cn1c(-c2cccnc2Cl)nc2ccccc21	-1.7	-8	1	8	-2	nt	nt	nt	-24
COc1ccc(CCNC(=O)CN2C(=O)c3ccccc3S2(=O)=O)cc1OC	-1.3	4	-1	0	4	100	102	106	-3
CCCCn1c(-c2cccs2)nc2nc3ccccc3nc21	0.64	-12	1	-4	31*	85	83	47	-19
Nc1nc(-c2ccc(Br)cc2)cs1	0.61	-5	-2	18	16	104	103	91	8
CC1CN(c2nc3c(c(=O)n(Cc4ccc(Cl)c(Cl)c4)c(=O)n3C)n2C)CC(C)O1 (configuration not stated)	2.2	6	-9	-1	28	88	90	96	-16
COc1ccc(C2CC(c3cccc(OC)c3)n3nc(N)nc3N2)cc1 (configuration not stated)	-0.34	1	nt	0	0	102	111	103	nt
CN(c1cccc(NC(=O)c2ccccc2N(C)S(C)(=O)=O)c1)S(C)(=O)=O	-0.44	4	-3	-8	-5	100	108	102	-9
CCN(CC)C(=O)CC(c1ccccc1)c1ccco1 (configuration not stated)	0.00038	-3	-9	3	3	100	101	78	9
Cn1c(=O)c2c(nc(NC3CCCCC3)n2CC(=O)C23CC4CC(CC(C4)C2)C3)n(C)c1=O	-0.49	0	-4	-11	10	nt	nt	nt	7
CC(=O)Nc1ccc(Nc2ncnc3c2cnn3-c2ccccc2)cc1	0.94	0	-1	0	16	110	91	87	19
COC(=O)C1CCN(Cc2ccc(C)cc2)CC1	-0.29	-1	-3	-2	16	102	90	83	-7
O=C(Nc1ccc(F)cc1F)c1ccco1	-0.26	2	-5	7	16	100	100	103	-4
Cc1c(CCC(=O)O)c(=O)oc2cc(O)ccc12	-0.18	5	nt	-2	0	102	104	105	nt
O=C(CC1Nc2ccccc2NC1=O)NC1CCCCC1 (configuration not stated)	nt	21	0	5	-5	104	107	95	12
Cc1nc(NCCCn2ccnc2)c2oc3ccccc3c2n1	2.3	-8	-2	6	2	95	89	94	-12
c1cnc(SCCCOc2ccc3ccccc3c2)nc1	0.047	0	-5	10	6	98	95	85	-21
CC(Oc1ccccc1)C(=O)Nc1cccc(-c2nc3ccccc3[nH]2)c1 (configuration not stated)	-0.019	-6	-2	-11	15	nt	nt	nt	-5
CN(Cc1ccccc1)C(=O)c1cc2ccccc2o1	0.11	-9	-2	5	9	90	87	77	-10

Entries above shown as hits in S1P2 agonist.
Compound,DAT uptake mod,S1P2 agonist,S1P2 blocker
O=C(Nc1ccc2c(c1)OCCO2)C1CCN(C(=O)c2ccccc2)CC1,0.71,24*,10

Following part:
SMILES	DAT uptake mod	PostGolgi yeast	S1P2 agonist	E coli WT exp	PostGolgi ctrl	Fibroblast inh	HUVEC inhibit	H69AR growth 86K	S1P2 blocker
O=C(NC1CS(=O)(=O)CC1NCc1ccccc1)c1ccccc1 (configuration not stated)	0.03	-2	-7	-3	12	102	98	91	13
Cc1cccc(OCC(=O)Nc2ccc(C(=O)NCc3cccnc3)cc2)c1	nt	-3	-4	8	6	nt	nt	nt	5
COc1ccc(OC)c(NC(=O)COC(=O)c2c3c(nc4ccccc24)CCCC3)c1	-0.63	16	-1	0	11	nt	nt	nt	19
Cc1cccc(C)c1OCCn1nc(C(=O)O)c2ccccc2c1=O	-0.087	-6	-4	-16	8	83	71	80	-8
O=C(c1ccc2c(c1)OCCO2)C1CCN(C(=O)c2ccc(F)cc2)CC1	1.3	8	-2	3	-8	98	88	83	-2
COc1ccc(S(=O)(=O)n2ccc(C(C)Oc3ccc(-c4ccccc4)c(F)c3)n2)cc1 (configuration not stated)	0.5	-7	-3	-21	0	nt	nt	nt	13

Source: PubChem
